EphB4 ephrin blk: EphB4-ephrin-B2 interaction antagonists, primary screen, biochemical, TNYL-RAW peptide probe, fluorescence polarization. Ephrin type-B receptor 4 (Homo sapiens), P54760. EphB4 LBD / TNYL-RAW-Alexa532 peptide. inhibition, % at 7 µM. actives 0.15% (n = 97,000);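 active = inhibition above the screen-wide mean inhibition plus 3 SD, cut at about 15% in these data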;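 also: 0% = DMSO wells and 100% = excess unlabeled TNYL-RAW peptide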
Candida biofilm: clotrimazole potentiators killing Candida biofilms, primary screen, with clotrimazole, Alamar Blue. C. albicans biofilm + clotrimazole. inhibition, % at 6 µM. actives 0.14% (n = 85,000);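 active = inhibition above 20%; inactive = inhibition below 20%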;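 also: preformed 24 hr biofilms exposed to compound for 48 hr; 0% = biofilm without compound and 100% = blank killed by clotrimazole plus chlorhexidine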
Plk1 PBD FP: Plk1 polo box domain binding inhibitors, primary screen, biochemical, fluorescence polarization | inhibition, %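 (tested at about 20 µM)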 | Plk1 PBD phosphopeptide binding | Serine/threonine-protein kinase PLK1 (Homo sapiens), P53350 | actives 0.13% (n = 97,000); in the data active = inhibition above about 34%, passing the limit was not always enough
Target sequence (P53350 whole entry, looked up, the tested form may be a part): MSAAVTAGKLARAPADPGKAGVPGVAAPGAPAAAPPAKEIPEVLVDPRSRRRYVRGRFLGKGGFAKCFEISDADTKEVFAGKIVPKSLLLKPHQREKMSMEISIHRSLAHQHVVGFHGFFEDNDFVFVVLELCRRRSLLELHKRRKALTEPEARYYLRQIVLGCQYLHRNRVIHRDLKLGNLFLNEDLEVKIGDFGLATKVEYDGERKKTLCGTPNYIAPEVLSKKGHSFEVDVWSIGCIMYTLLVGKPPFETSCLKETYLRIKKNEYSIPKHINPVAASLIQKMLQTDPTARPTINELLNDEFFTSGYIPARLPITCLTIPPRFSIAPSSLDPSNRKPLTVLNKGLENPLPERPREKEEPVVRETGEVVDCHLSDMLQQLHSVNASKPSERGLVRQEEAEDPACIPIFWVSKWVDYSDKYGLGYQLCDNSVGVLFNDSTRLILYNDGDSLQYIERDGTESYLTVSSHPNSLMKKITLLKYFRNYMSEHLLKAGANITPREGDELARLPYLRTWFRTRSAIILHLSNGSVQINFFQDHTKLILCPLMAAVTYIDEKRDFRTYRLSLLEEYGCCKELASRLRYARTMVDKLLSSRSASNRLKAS
CYP2C9 inh: blockers of cytochrome P450 2C9 activity – biochemical, luminescence, ADME assay, primary screen; P11712; CYP2C9 Supersomes, luciferin-H conversion; inhibition, % at 5 µM; actives 20% (n = 96,000); AID 777, 2007;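 active = blocking of liver enzyme CYP2C9 beyond about 50% at 5 µM, limit read from the data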; also: values of inactives mirror those of a sister screen read the other way
Target sequence (P11712 whole entry, looked up): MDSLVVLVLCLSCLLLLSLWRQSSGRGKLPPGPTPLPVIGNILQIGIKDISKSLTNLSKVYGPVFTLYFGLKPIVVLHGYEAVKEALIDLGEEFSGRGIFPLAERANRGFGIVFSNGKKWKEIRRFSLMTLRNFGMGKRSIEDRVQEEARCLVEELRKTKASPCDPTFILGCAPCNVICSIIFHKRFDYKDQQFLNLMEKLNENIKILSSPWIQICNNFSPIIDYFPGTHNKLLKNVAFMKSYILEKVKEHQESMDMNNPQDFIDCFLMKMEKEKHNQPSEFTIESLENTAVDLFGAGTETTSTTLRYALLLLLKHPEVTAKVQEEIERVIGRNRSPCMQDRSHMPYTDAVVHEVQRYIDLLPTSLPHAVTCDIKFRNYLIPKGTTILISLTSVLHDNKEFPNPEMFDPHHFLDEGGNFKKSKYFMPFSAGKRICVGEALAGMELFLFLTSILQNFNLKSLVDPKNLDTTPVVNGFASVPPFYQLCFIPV
PTPN22 inh 2: PTPN22 phosphatase inhibitors, primary screen, biochemical, DiFMUP fluorescence, 2 µM | Tyrosine-protein phosphatase non-receptor type 22 (Homo sapiens), Q9Y2R2 | recombinant LYP catalytic domain | inhibition, % at 2 µM | actives 0.21% (n = 96,000) | AID 640, 2007;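 active = inhibition at 2 µM at or above a set limit, the screen mean plus 3 SD, cut at about 24% in these data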;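 also: 0% = DMSO with enzyme and 100% = enzyme fully blocked by orthovanadate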
CYP2C9 activ: human CYP2C9 activators, primary screen, biochemical, luminescence | Cytochrome P450 2C9 (Homo sapiens), P11712 | recombinant CYP2C9, luciferin-H conversion; hits give high values; factor 1 = untreated enzyme, 0 = blocked | activation factor at 5 µM | actives 1.4% (n = 96,000) | AID 1024, 2008;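 active = activation factor of 2 or more for CYP2C9 at a 5 µM dose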;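 also: 0 = sulfaphenazole-blocked wells and 1 = vehicle-only wells; values of inactives mirror those of a sister screen read the other way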
PLK1 inh: human PLK1 kinase inhibitors, primary screen, biochemical, TR-FRET; actives 0.53% (n = 97,000); inhibition, % at 10 µM; Serine/threonine-protein kinase PLK1 (Homo sapiens), P53350; recombinant PLK1 kinase, TR-FRET peptide phosphorylation;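 active = inhibition of 50% or more in the single-concentration screen; inactive = inhibition below 50%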;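 also: 0% = DMSO max control and 100% = H-89 dihydrochloride min control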
PTPN22 act: LYP phosphatase activators, primary screen, biochemical, DiFMUP fluorescence, 2 µM; activation, % at 2 µM; actives 0.11% (n = 96,000); AID 697, 2007; recombinant LYP; 0 = plate median, 100 = signal doubled; Tyrosine-protein phosphatase non-receptor type 22 (Homo sapiens), Q9Y2R2;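 active = activation at 2 µM above a set limit, the mean plus 5 SD, cut at about 37% in these data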
Rev-RRE block: HIV-1 Rev-RRE binding inhibitors, primary screen, biochemical, FRET, protein-RNA interaction. P05866. Rev peptide-RRE RNA binding. inhibition, % at 8 µM. actives 0.79% (n = 97,000);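 active = inhibition above the screen-wide mean plus 3 SD, cut at about 35% in these data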;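 also: 0% = median DMSO wells and 100% = median Neomycin B control wells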
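Material: labelled RRE RNA duplex and labelled Rev peptide / Buffer or medium: HEPES pH 7.5 salt buffer with EDTA / Compound dosing: single point, 8 µM final nominal compound concentration / Benchmarks: DMSO low control, neomycin B high control / Timing: 5 min preincubation and 15 min binding, 25 °C / Technique: FRET fluorescence readout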
Numbers without * were called inactive; · = no result given. Random draw from the library (roughly 20% active in at least one column).

SMILES	EphB4 ephrin blk	Candida biofilm	Plk1 PBD FP	CYP2C9 inh	PTPN22 inh 2	CYP2C9 activ	PLK1 inh	PTPN22 act	Rev-RRE block
CC(C)c1ccc(C(=O)CC2(O)C(=O)N(CN3CCOCC3)c3ccccc32)cc1 (stereo not drawn)	2	-6	-2	18	-5	0.8	-2	7	4
O=c1c2c3n(c(=O)nc2[nH]n1-c1ccccc1)CCCCC3	-3	7	-8	5	1	0.9	-16	-4	3
Cc1cc(NC(=O)/C=C/C(=O)N(c2ccccc2C)C(C(=O)NC2CCCC2)c2ccc(F)cc2)no1 (stereo not drawn)	6	·	-16	25	11	0.7	-1	-7	3
Cc1c(CNC(=O)c2cnn3c2NC(c2ccc(Br)cc2)CC3C(F)(F)F)cnn1C (stereo not drawn)	11	1	-11	67*	-4	0.3	0	1	6
Cc1ccc(CN2C(=O)c3ccccc3C2C(=O)NCc2cccnc2)cc1 (stereo not drawn)	8	9	14	51*	5	0.5	-12	-8	7
O=C(Nc1ccccc1)c1ccc(OC(=O)c2cc3ccccc3o2)cc1	2	-2	8	1	4	1	4	-1	11
COc1ccc(CNc2ccc3c(c2)CCC3)cc1OC	3	6	16	7	10	0.9	-4	-10	0
COC(=O)c1ccc(OC(=O)c2ccc(OC)c(OC)c2)c(OC)c1	-2	-2	-5	11	-4	0.9	-8	2	3
CC(C)(C)c1cc(/C=N/NC(=O)Cc2nc3ccccc3[nH]2)cc(C(C)(C)C)c1O	3	·	7	99*	13	0	-6	-13	11
O=C(C1CCCN1C(=O)c1cccs1)N1CCc2ccccc21 (stereo not drawn)	-5	4	27	18	-1	0.8	-21	-2	1
O=C(CN1C(=O)NC2(CCCCCC2)C1=O)N1CCN(S(=O)(=O)c2ccc(Cl)cc2)CC1	-10	7	-12	10	-1	0.9	-9	-2	1
O=C(NC1CCCC1)C(c1ccc(N2CCOCC2)cc1)N(Cc1ccco1)C(=O)c1ccco1 (stereo not drawn)	3	3	-6	11	4	0.9	-3	-5	4
CC(C(=O)Nc1ccc(F)c(F)c1F)N1CCCCCC1 (stereo not drawn)	-3	·	9	14	-9	0.9	-13	10	3
COc1cccc(/C=N/NC(=O)C(=O)N2CCCC2)c1	-6	·	12	·	-10	·	-9	12	-2
Cc1cc(C)c2c(C)nn(-c3ccccc3)c2n1	4	14	-17	3	-9	1	3	6	8
Cc1ccccc1NC(=O)c1ccc(NC(=O)c2ccco2)cc1	-1	0	-4	-24	-8	1.2	-17	4	10
Cc1ccc(Cn2ncc3c(N4CCN(Cc5ccc(Cl)cc5)CC4)ncnc32)cc1	-3	10	5	34	3	0.7	-8	-6	-2
Cc1nnc(NC(=O)CSc2nc3c(c(=O)n2C)SC(C)C3)s1 (stereo not drawn)	-8	8	13	22	-5	0.8	-6	4	4
Cc1[nH]c(=O)[nH]c(=O)c1S(=O)(=O)N1CCCC1	-3	·	-6	6	-2	0.9	-6	2	9
OCCNc1cc(-n2nc(-c3ccccc3)cc2-c2ccccc2)ncn1	-7	2	16	32	7	0.7	0	-6	7
O=C(NCCCn1ccnc1)c1cccc(S(=O)(=O)Nc2ccccc2F)c1	0	·	11	100*	-1	0	-1	-2	5
COc1cccc(C2(O)CCN(C(=O)Cc3cccnc3)CC2)c1	0	3	4	-4	10	1	-2	-8	6
COC(=O)c1c(NC(=O)Cc2cccs2)sc(C(=O)NC2CCCCC2)c1C	5	3	-7	·	7	·	-29	-7	2
O=C(NC(=S)N1CCCc2ccccc21)c1ccccc1	4	·	-7	6	-8	0.9	-8	12	-1
CC(C)[C@H](NC(=O)[C@@H]1CSCN1C(=O)OC(C)(C)C)C(=O)NCC1CCC(C(=O)O)CC1 (stereo partly drawn)	3	2	-4	-18	-6	1.2	-6	3	3
COc1cccc(OC)c1C(=O)NCCN1CCN(C(=O)c2c(OC)cccc2OC)CC1	-6	5	-9	-7	-14	1.1	-9	12	1
COC(=O)C1=C(C)NC(=O)C1(NC(=O)c1cccnc1)C(F)(F)F (stereo not drawn)	8	3	-5	·	-3	·	-8	-1	7
c1ccc(Cc2ccc(OCCn3cncn3)cc2)cc1	-5	3	-7	98*	-14	0	-5	14	7
Cc1ccc(NC(=S)NCc2cccs2)c(C)c1	-5	3	9	16	4	0.8	-32	-2	4
COc1ccc(-c2n[nH]c(=S)o2)c(OC)c1	2	·	-15	14	4	0.9	-11	-2	6
N#Cc1cc2c(nc1SCc1ccncc1)CCC2	14	4	6	87*	16	0.1	-8	-13	8
Cc1cc(C)n(CCc2nc(-c3cccs3)cs2)n1	-3	4	-11	·	12	·	-2	-10	3
Cc1nnc(SCC(=O)N2CCN(S(=O)(=O)c3ccccc3)CC2)n1Cc1ccccc1	-11	4	-19	10	5	0.9	-10	-7	1
O=C(CN1C(=O)c2cccc3cccc1c23)Nc1ccccc1C(=O)NCc1ccco1	-3	9	-16	·	17	·	-15	-16	-1
COc1ccccc1N1CCN(CC(=O)c2c(C)[nH]c3ccccc23)CC1	3	8	-1	-85	4	1.8	3	-6	1
CC(=O)c1c(N=CN(C)C)nc(C)nc1-c1ccccc1	-1	-1	-8	-8	-6	1.1	-8	2	8
Cc1ccc(N(C)C(=O)N2CCN(S(=O)(=O)c3ccc4ccccc4c3)CC2)cc1	6	·	0	34	12	0.7	6	-13	-5
C=CCNc1nc(NCCN2CCOCC2)nc(OC)n1	3	3	-17	6	-1	0.9	-3	-2	7
CCc1cccc(C)c1NC(=O)CN1C(=O)c2ccccc2S1(=O)=O	-3	1	-10	37	·	0.6	69*	·	6
COc1ccc(OCCc2nnc(N)s2)cc1	0	-1	-20	-10	4	1.1	-13	-2	7
Cc1ccc(C(c2nnnn2CS(=O)(=O)c2ccc(C)cc2)N2CCC(C(N)=O)CC2)cc1 (stereo not drawn)	-4	-2	2	6	3	0.9	2	-4	9
O=C(N/C(=C\c1cccnc1)C(=O)N1CCOCC1)c1cccc(Br)c1	1	·	8	6	-2	0.9	-14	7	11
Cn1c(=O)[nH]c(=O)c2c1nc(N1CCCCCC1)n2CC(N)=O	9	2	4	·	4	·	-1	-4	4
CCOC(=O)C1CCN(c2c(NCc3ccc(C(=O)NCCC(C)C)cc3)c(=O)c2=O)CC1	-2	5	13	59*	2	0.4	-12	-2	3
CCCS(=O)(=O)N1CCN(Cc2ccc(OCc3ccccc3)c(OC)c2)CC1	0	6	-8	·	3	·	-6	-4	14
COc1ccccc1N(CC(=O)NCc1ccccc1)C(=O)CCC(=O)Nc1cc(C)ccn1	1	4	11	·	-1	·	-6	3	3
CN1CCc2c(sc3c2c(=O)n(-c2cccc(Cl)c2)c2nncn32)C1	5	-3	-16	·	-3	·	-10	-1	17
O=C1c2ccccc2C(=O)N1Cc1nc(-c2ccccn2)no1	-1	4	22	-17	0	1.2	-14	-1	10
COC(=O)c1[nH]c2cccc(Cl)c2c1NC(=O)CN(C)C1CCCCC1	-2	5	-13	63*	1	0.4	-13	-2	9
COC(=O)c1ccc(C2NC(=S)N(c3ccccc3)C(C)=C2C(=O)Nc2ccccc2OC)cc1 (stereo not drawn)	9	·	27	81*	8	0.2	5	-9	5
CCOC(=O)Cn1c2ccc(OC)cc2c2nc3ccccc3nc21	-9	7	-26	4	-3	1	0	2	4
C=CCOc1ccc(/C=C/C(C)=N\O)cc1	2	5	-5	23	-7	0.8	-11	5	9
CCC(=O)c1ccc(OCC(O)Cn2c(C)nc3ccccc32)cc1 (stereo not drawn)	-3	7	11	50*	-1	0.5	-5	-2	-2
Cc1ccc(C(=O)O/N=C/c2c(Cl)n(C)c3ccccc23)cc1	-2	·	-1	-25	0	1.3	-4	-3	2
CCc1nc(N(CC)CC)c2oc3ccccc3c2n1	5	5	-3	·	-3	·	11	0	15
CCOC(=O)c1ccc(N/C=C/C(=O)c2ccco2)cc1	-8	4	-1	27	-7	0.7	-2	7	7
CC1Cc2ccccc2N1C(=O)CN1C(=O)C(=O)N(Cc2ccccc2)C1=O (stereo not drawn)	7	·	-22	2	1	1	-10	-2	1
O=C(COc1ccc(S(=O)(=O)NC2CCCCC2)cc1)NCC1CCCO1 (stereo not drawn)	3	2	-6	17	-3	0.8	-11	4	1
CC(=O)Nc1nc(N2C(=O)c3ccccc3C2=O)n(-c2ccccc2)n1	0	3	-19	-24	5	1.2	-7	-2	8
COCCCNc1oc(COc2ccc(Cl)cc2Cl)nc1C#N	-3	2	-32	94*	3	0.1	-2	-5	9

Three of the compounds above, bar-delimited:
compound | EphB4 ephrin blk | Candida biofilm | Plk1 PBD FP | CYP2C9 inh | PTPN22 inh 2 | CYP2C9 activ | PLK1 inh | PTPN22 act | Rev-RRE block
CC(C)(C)c1cc(/C=N/NC(=O)Cc2nc3ccccc3[nH]2)cc(C(C)(C)C)c1O | 3 | · | 7 | 99* | 13 | 0 | -6 | -13 | 11
O=C(C1CCCN1C(=O)c1cccs1)N1CCc2ccccc21 (stereo not drawn) | -5 | 4 | 27 | 18 | -1 | 0.8 | -21 | -2 | 1
O=C(CN1C(=O)NC2(CCCCCC2)C1=O)N1CCN(S(=O)(=O)c2ccc(Cl)cc2)CC1 | -10 | 7 | -12 | 10 | -1 | 0.9 | -9 | -2 | 1

Further results.
SMILES	EphB4 ephrin blk	Candida biofilm	Plk1 PBD FP	CYP2C9 inh	PTPN22 inh 2	CYP2C9 activ	PLK1 inh	PTPN22 act	Rev-RRE block
CCN(CC(=O)Nc1cccc(OC)c1)C(=O)C1CCN(C(=O)Nc2ccccc2)CC1	1	4	-1	3	-12	1	-2	11	2
O=C(Cc1ccccc1)Nc1cccc(-c2nnc(-c3ccco3)o2)c1	-4	·	13	79*	3	0.2	-3	-5	4
O=C(CN1CCCC(O)C1)N1c2ccccc2Sc2ccc(C(F)(F)F)cc21 (stereo not drawn)	-7	0	12	4	3	1	-24	-5	8
COc1ccc(OC(=O)c2cccc(S(=O)(=O)N3CCCC3)c2)cc1	1	2	-3	-5	0	1.1	-11	-1	16
COc1ncnc2c1N=C1CC(C)(C)CC(N)=C1S2	5	·	22	1	-5	1	10	2	28
CC(C)(C)NC(=O)C1N(c2cccnc2)C(=O)C2C(C(=O)Nc3ccccc3F)C3(C)C=CC21O3 (stereo not drawn)	-3	·	-3	6	5	0.9	-20	-6	3
Oc1ccc(CN2CCCc3ccccc32)c2cccnc12	2	-2	-20	-1	-2	1	16	0	-1
C=CCNC(=O)Nc1ccc(OCC)cc1	-10	2	-25	-15	-7	1.1	1	11	0
Cc1ccc(C(C(=O)NC2CCCC2)N(Cc2cccs2)C(=O)c2csnn2)o1 (stereo not drawn)	6	6	-4	·	3	·	-2	-2	1
O=C(NC1CCCc2ccccc21)c1ccc(=O)[nH]c1 (stereo not drawn)	5	-3	8	-7	11	1.1	-15	-7	8
CCCOC(=O)CC1C(=O)NCCN1Cc1ccccc1C (stereo not drawn)	-5	4	-8	·	-5	·	5	2	-6
O=C(CN1CCN(c2ccccn2)CC1)N1c2ccccc2CCc2ccccc21	-2	9	-10	·	3	·	-12	1	1
COCCn1c(N2CCN(c3ccc(OC)cc3)CC2)nc2c1c(=O)n(C)c(=O)n2C	-8	2	4	59*	-9	0.4	10	9	-4
CC(=O)NCCOC(=O)Nc1ccncc1	-1	7	8	62*	-1	0.4	-5	-1	-3
Cc1sc2ncnc(SCC(=O)N3CCCC3)c2c1C	-6	1	-4	0	2	1	-11	1	0

Screens from PubChem BioAssay.
